From PubChem
LmPK inh – qHTS Assay for Inhibitors of Leishmania Mexicana Pyruvate Kinase (LmPK); purified LmPK, Kinase-Glo ATP luminescence, 1 h; Potency, µM (top dose mostly 57.5 µM), for the others: at the highest dose activity change, negative = inhibition, hits mostly inhibitors; 290,000 tested, 0.37% active; further: potency means the concentration at half of the fitted maximal effect
Target sequence (Q27686 whole entry, looked up): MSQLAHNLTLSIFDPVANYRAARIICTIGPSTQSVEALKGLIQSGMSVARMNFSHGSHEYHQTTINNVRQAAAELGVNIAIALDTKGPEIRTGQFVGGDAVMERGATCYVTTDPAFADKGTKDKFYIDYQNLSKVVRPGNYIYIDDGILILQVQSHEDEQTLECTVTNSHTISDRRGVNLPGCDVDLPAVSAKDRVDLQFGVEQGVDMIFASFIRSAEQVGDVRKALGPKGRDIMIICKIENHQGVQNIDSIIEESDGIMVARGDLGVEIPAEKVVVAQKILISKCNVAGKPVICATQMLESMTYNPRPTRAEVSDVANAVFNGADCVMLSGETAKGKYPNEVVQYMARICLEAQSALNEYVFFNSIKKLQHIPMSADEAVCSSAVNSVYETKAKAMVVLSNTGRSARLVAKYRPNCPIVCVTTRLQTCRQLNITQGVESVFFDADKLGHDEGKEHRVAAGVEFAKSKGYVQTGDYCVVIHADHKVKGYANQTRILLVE
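Purified LmPK (0.1 nM) converted ADP (0.1 mM) to ATP with PEP (0.5 mM) in imidazole buffer pH 7.2 with KCl and MgCl2, 1 h at room temperature. ATP was read by Kinase-Glo luminescence; data normalized to uninhibited and no-enzyme controls.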
AmpC inh no detg – qHTS Inhibitors of AmpC Beta-Lactamase (assay without detergent); P00811; AmpC nitrocefin hydrolysis, absorbance 480 nm, 0.0001% Triton; Potency, µM (series often up to 57.1 µM), inactives show at the highest dose activity change, negative = inhibition, usual class: inhibitors; 330,000 tested, 0.52% active;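 further: potency means the concentration at half of the fitted maximal effect; plate controls were no compound for no effect and no enzyme for full effect; nearly all actives have a fitted effect of over 20% in size; some results filed as inactive show a strong effect at the top dose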
Target sequence (P00811 whole entry, looked up): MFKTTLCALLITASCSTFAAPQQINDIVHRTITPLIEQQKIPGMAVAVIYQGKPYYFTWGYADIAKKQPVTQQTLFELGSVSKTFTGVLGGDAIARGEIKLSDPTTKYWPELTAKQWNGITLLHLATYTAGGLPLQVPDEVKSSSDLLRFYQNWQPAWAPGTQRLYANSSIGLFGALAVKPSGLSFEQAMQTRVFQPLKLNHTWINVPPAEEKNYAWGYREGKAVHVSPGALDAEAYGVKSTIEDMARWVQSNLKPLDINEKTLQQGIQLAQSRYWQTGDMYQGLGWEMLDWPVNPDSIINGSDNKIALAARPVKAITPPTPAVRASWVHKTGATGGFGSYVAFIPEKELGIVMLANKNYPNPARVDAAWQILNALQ
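AmpC (5.3 nM in the dispensed reagent) in 20 mM phosphate pH 7.0 with 0.01% (detergent screen) or 0.0001% Triton X-100 was preincubated with compounds for 15 min at room temperature. Nitrocefin was then added from an 800 uM solution, and hydrolysis was followed at 480 nm.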
TbPYK inhibitor – qHTS of Trypanosoma Brucei Inhibitors | pyruvate kinase (Trypanosoma brucei), Q57TT1 | TbPYK enzyme, Kinase-Glo Plus ATP luminescence, 45 min | Potency, µM (titrated, usually from 76.8 µM), for inactives: at the top dose activity, negative = inhibition, usual class: inhibitors | 410,000 tested, 0.12% active; further: potency means the concentration at half of the fitted maximal effect; nearly all actives have a fitted effect of over 50% in size
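Activity of T. brucei pyruvate kinase was followed by Kinase-Glo Plus luminescence after the enzyme reacted 45 min at room temperature with 130 uM ADP (final) and substrate. Test compounds were added before ADP at multiple concentrations.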
AMA1 RON2 block – qHTS for Inhibitors of AMA1-RON; Towards Development of Antimalarial Drug Lead: Primary Screen. Plasmodium falciparum AMA1 (3D7) - RON2 peptide interaction. AlphaScreen AMA1-biotinylated RON2 peptide binding. Potency, µM (titrated, usually from 58.2 µM), inactives show at the top dose activity change, negative = inhibition, usual class: inhibitors. 360,000 tested, 0.2% active. AID 720542, 2013;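 further: potency means the concentration at half of the fitted maximal effect; 0% = vehicle wells and -100% = peptide control; nearly all actives have a fitted effect of over 45% in size; some results filed as inactive show a strong effect at the top dose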
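AMA1 (3D7) with his tag at 25 nM final met compounds first, then biotinylated RON2 peptide at 25 nM; detection used donor plus acceptor beads, 10 µg/mL apiece, read by AlphaScreen after 30 min at room temperature.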
Sm TGR block – qHTS Assay for the Inhibitors of Schistosoma Mansoni Peroxiredoxins; Schistosoma mansoni thioredoxin glutathione reductase (TGR), Q962Y6; purified TGR, DTNB reduction, TNB absorbance 405 nm; Potency, µM (highest dose often 114 µM), for inactives: at the top dose activity change, negative = inhibition, hits mostly inhibitors; 360,000 tested, 3% active; AID 485364, 2010; further: potency means the concentration at half of the fitted maximal effect; nearly all actives have a fitted effect of over 60% in size
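TGR 20 nM + NADPH 100 uM (dispensed conc.), cpd preinc 15 min RT; start with NADPH (500 uM addition) then DTNB (15 mM addition). Kinetic TNB absorbance, 405 nm filter. Four-parameter Hill fit across titration.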
AmpC inh detg – qHTS Inhibitors of AmpC Beta-Lactamase (assay with detergent). AmpC hydrolysis of nitrocefin, absorbance 480 nm, 0.01% Triton. Potency, µM (titrated, usually from 114 µM), without a hit: at the top dose activity change, negative = inhibition, hits mostly inhibitors. 370,000 tested, 0.041% active;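 further: potency means the concentration at half of the fitted maximal effect; 0% = no-compound wells and -100% = no-enzyme wells; nearly all actives have a fitted effect of over 25% in size; some results filed as inactive show a strong effect at the top dose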
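20 mM phosphate pH 7.0 + 0.01% (detergent screen) or 0.0001% Triton X-100; 5.3 nM AmpC reagent; cpd preinc 15 min RT; nitrocefin (800 uM stock) to start; A480 q20 s × 4 min; Activity was normalised to no-enzyme and no-compound control wells.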
HCMV antiviral – qHTS Assay for inhibitors of the human cytomegalovirus (HCMV); HFF cells, HCMV-luciferase reporter, 72 h; active compounds read low; activity change, negative = inhibition, % at 57.5 µM; 410,000 tested, 4.5% active; AID 1259415, 2018; in the data active means activity change below about -60%; inconclusive means no clear call, values can overlap the other calls; inactive means above about -39%
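Inhibition of viral replication was scored as loss of reporter luminescence in HFFs infected with HCMV-luciferase (MOI 1 PFU/cell) for 72 h; compounds tested at 2 doses, normalized to buffer and Salinomycin controls.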
Numbers without * were called inactive; u = inconclusive; x = no result given; & = joins results of further samples; [ ] = remark or other dose. Unless noted, the call rests on the fitted dose curve; in most records, active means well fitted curve in the direction sought with a large enough effect; inconclusive means small, poorly fitted or top-dose-only effect, or another doubt; inactive means no such curve, though single readings can be large; an effect the other way counts as inactive or inconclusive. Unless noted, on the % scale 0 is the no-effect control and ±100 the full control effect.

SMILES | LmPK inh | AmpC inh no detg | TbPYK inhibitor | AMA1 RON2 block | Sm TGR block | AmpC inh detg | HCMV antiviral
CCN(C(=O)Cc1cccs1)c1nnc(-c2cccnc2)s1 | 2.1% | -16.4% | -4.1% | -5.4% | -6.3% | -3.4% | -16.9
O=C(c1ccc(Cl)c(S(=O)(=O)N2CCOCC2)c1)N1CCN(c2ccccc2F)CC1 | -1.5% | 122.9%[activator] | -5.3% | -2.5% | 1.6% | -6.5% | -3.3
Cc1ccc(S(=O)(=O)N(Cc2ccccc2)C(C)C)cc1 | -3.3% | -28.6% | -3.9% | 22.4% | 0.0% | u | u
O=C(c1ccco1)N1CCN(c2nnc(-c3ccccc3)c3ccccc23)CC1 | -6.0% | 28.4% | -1.3% | -43.8% | -39.1% | -14.7% | 10.9
COc1ccc(C(=O)N(C)C2CCCc3ccccc32)cc1OC1CCN(C(C)C)CC1 (stereo not given) | -6.5% | 23.4% | 1.5% | 10.5% | 0.0% | 1.9% | -23.2
CC(=O)NC1=NN(C(C)=O)C(C)(CCS(=O)(=O)c2ccc(Br)cc2)S1 (stereo not given) | 5.2% | -9.5% | -8.6% | 25.5% | -15.5% | -16.2% | -2.0
O=C(NCc1cccc(F)c1)C1CCC(=O)N(C2CCCC2)C1 (stereo not given) | -4.0% | -5.8% | -18.3% | -12.4% | -2.9% | u | 48.6
CC(=O)N1CCN(Cc2nc3cc([N+](=O)[O-])ccc3n2C)CC1 | -2.6% | 6.0% | 4.0% | 2.0% | 92.6%[activator] | -1.9% | -27.9
NC(=O)C1CCN(c2nc(-c3ccccc3Br)cs2)CC1 | x | 82.8%&-15.5%[activator] | -21.0% | x | 0.9% | -12.1% | -73.7*
COc1ccc(-c2nnc(SCC(=O)Nc3ncc(C(F)(F)F)cc3Cl)n2CC(C)C)cc1 | 2.5% | 39.0% | u | -1.1% | -9.2% | -2.1% | 16.5
CC(NC(=O)c1ccc(Cl)c(S(=O)(=O)N2CCCCCC2)c1)c1cccnc1 (stereo not given) | x | 23.1% | 4.2% | -1.7% | -8.7% | 0.6% | u
O=C(NC1CCCCCC1)C(=O)NC1CCCC1 | -0.4% | -10.2% | -2.3% | -3.4% | -5.5% | -2.1% | 51.4
CCOC(=O)C1CCN(CC(=O)c2ccc(O)c(C)c2O)CC1 | 5.2% | -13.0% | -2.8% | -5.1% | -23.1% | -8.3% | -19.0
CC(CCN(C)C)OC(=O)c1ccc(C(C)c2ccccc2)o1 (stereo not given) | 7.0% | 40.8% | -0.3% | -0.6% | u | 5.6% | -19.8
COc1ccc(CCC(=O)Nc2nnc(C(F)(F)F)s2)cc1 | -9.6% | -40.9% | -2.1% | -10.1% | u | 1.6% | -11.9
COc1cccc(CNc2ccc(S(=O)(=O)N3CCN(C)CC3)cn2)c1 | x | -14.1% | 3.7% | -7.2% | -6.7% | -0.7% | 89.1
CCOCc1c(C(=O)NC2=Nc3ccccc3NC(CC)=C2C(=O)OCC)oc2ccccc12 | 8.4% | -27.2%[11.4 µM] | -1.0% | 1.0% | 7.1% | u | u
COc1ccc(CCNC(=O)c2[nH]c(C)c(C(C)=O)c2C)cc1OC | 0.2% | u | 4.6% | 12.0% | -0.1% | 2.2% | 53.6
COc1cc(C2/C(=C(\O)c3ccc4c(c3)OCCO4)C(=O)C(=O)N2c2nnc(C)s2)cc(OC)c1OC (stereo not given) | -2.5% | -17.3% | 2.1% | 21.5% | -14.6% | -2.9% | -1.6
Nc1c(-c2ccccc2)cnn1-c1cccc([N+](=O)[O-])c1 | 0.6% | -23.0% | -5.3% | -7.4% | -22.1% | -0.2% | -35.4
c1ccc2nc3c(nc2c1)OCC1CCCCN31 (stereo not given) | -7.8% | -5.7% | 0.3% | 3.3% | -13.9% | -2.2% | 52.4
CCC(C)NC(=O)CSC1=Nc2ccccc2C2=NC(CC(=O)NCc3ccc(F)cc3)C(=O)N12 (stereo not given) | -0.2% | -0.5% | -2.1% | 3.6% | 0.5% | -3.9% | -16.0
C/C(=N\NC(=O)C(c1ccccc1)c1ccccc1)c1ccccn1 | -0.1% | -23.5% | 17.7% | 71.7%[activator] | 3.7% | u | -98.6*
Cc1ccc(-c2ccc(S(=O)(=O)NCc3ccco3)cc2)cc1 | -0.9% | -22.2% | -4.0% | -8.5% | -9.7% | -2.3% | 14.8
COC(=O)c1ccc(CN2C(=O)NC3(CCC(C)CC3)C2=O)cc1 (stereo not given) | 4.4% | -24.5% | -1.1% | 1.3% | -5.1% | -15.9% | -0.1
C[C@]12CCC3=C4CCC(=O)C=C4CC[C@H]3C1CC[C@@H]2O (stereo not given in full) | 10.4% | 0.4% | -5.4% | -8.8% | -8.1% | -2.8% | u
Cc1ccccc1NC(=O)Cc1nc(COC(=O)/C=C/c2ccc(F)cc2)cs1 | x | x | 0.6% | -9.4% | x | x | -15.9
CCc1cccc(C)c1NC(=O)C1CCN(c2nnc(C)c3c(C)n(-c4ccccc4)nc23)CC1 | x | x | 2.7% | x | 0.1% | 24.0% | -19.9
N#Cc1nc(N2CCCCC2)nc(N2CCOCC2)n1 | 7.7% | -23.4% | -1.7% | 1.8% | -13.2% | -10.4% | 26.0
Cc1ccc(N=C2NC(=O)/C(=C\c3cccs3)S2)cc1C | -1.9% | -28.0% | -5.3% | -29.5% | -8.5% | u | -9.3
Fc1ccc2c(c1)nnn2C1CCN(Cc2c(Cl)cccc2Cl)CC1 | -3.3% | -14.3% | -1.5% | 2.1% | 0.0% | -2.9% | u
Cc1ccccc1N1CCN(C2CCCN(C(=O)CCC3(C)CC3)C2)CC1 (stereo not given) | -4.9% | 139.8%[activator] | -9.0% | -0.2% | -14.3% | 0.0% | u
COc1cccc(NC(=O)NC(C)C2CC3CCC2C3)c1 (stereo not given) | -0.2% | -32.1% | 2.6% | -6.2% | 5.5% | 4.0% | 10.8
Cc1cc(C)c(NS(=O)(=O)c2cccc3cccnc23)c(C)c1 | -1.0% | -20.7% | 2.3% | -24.1% | 9.2% | 0.2% | -27.0
CCSCc1nnc(SCC(=O)c2ccc(OC)cc2)n1C | 1.4% | -0.6% | -15.7% | -3.5% | 0.2% | -8.9% | -8.0
O=C(COC(=O)Cc1ccc(S(=O)(=O)N2CCOCC2)s1)Nc1ccc(OC(F)F)cc1 | x | -40.6% | -9.0% | 11.8% | x | x | 11.3
Cc1cc(Cl)c(Cl)cc1S(=O)(=O)NCCCn1ccnc1 | 0.0% | 5.6% | -3.1% | 8.2% | -4.2% | 1.3% | -5.6
CN1CCN(C(=S)Nc2cccc(S(=O)(=O)N(C)C)c2)CC1 | 2.4% | -18.6% | -7.5% | 18.4% | 0.0% | 4.6% | 12.7
O=C(CN1C(=O)NC(Cc2c[nH]c3ccccc23)C1=O)Nc1ccc(F)c(F)c1F (stereo not given) | x | -15.5% | 0.0% | -10.2% | -22.6% | -7.8% | 38.9
COc1ccc([C@@H]2[C@@H]3C(=O)N(C(C)(C)C)C(=O)[C@@H]3[C@]3(C)C(=O)N(c4cccc(Cl)c4)C(=O)N23)cc1 | x | 148.3%[activator] | -2.9% | -1.8% | 0.8% | -2.9% | -71.2*
COc1cccc(N=Cc2c(O)n(-c3cccc(C)n3)c(=O)c3ccccc23)c1 | 9.8% | 80.6%[activator] | 1.6% | -14.5% | -3.3% | -0.1% | -30.0
O=C1C2C3C=CC(C3)C2C(=O)N1Nc1ccccc1 (stereo not given) | 1.1% | 0.6% | -0.6% | 7.2% | 0.3% | 1.0% | -20.4
O=C(CS(=O)CC(=O)Nc1cnc2ccccc2c1)Nc1ccc(Cl)cc1 (stereo not given) | 5.3% | -33.5% | 3.1% | 2.4% | -18.4% | 1.6% | 4.1
COc1ccc(NC(=O)c2ccccn2)cc1S(=O)(=O)N1CCOCC1 | 0.3% | -7.9% | -4.8% | 40.5%[activator] | 1.9% | -5.9% | 12.5
O=C(N/C(=C/c1ccc(Br)cc1)C(=O)N1CCOCC1)c1ccco1 | 0.6% | -5.5% | -13.7% | -12.6% | -2.9% | 0.3% | -35.5
O[C@@H]1CN(CC2CCCCC2)[C@@H](c2ccccc2)C[C@H]1n1cc(C2CC2)nn1 | x | x | -1.8% | -1.4% | x | x | -21.4
O=C(NN1CC(=O)N(c2cc(Cl)cc(Cl)c2)CC1=O)c1sccc1Cl | 1.2% | -10.4% | 0.7% | 2.1% | 16.1% | 2.4% | 20.7
COc1cccc(Cn2c3ccc(NC(=O)Cc4ccccc4C)cc3c(=O)n2C)c1 | x | x | -10.9% | 0.5% | x | x | 4.0

Complete entries from above. Order of values: LmPK inh | AmpC inh no detg | TbPYK inhibitor | AMA1 RON2 block | Sm TGR block | AmpC inh detg | HCMV antiviral
Shown for `COc1ccc([C@@H]2[C@@H]3C(=O)N(C(C)(C)C)C(=O)[C@@H]3[C@]3(C)C(=O)N(c4cccc(Cl)c4)C(=O)N23)cc1` : x | 148.3%[activator] | -2.9% | -1.8% | 0.8% | -2.9% | -71.2*
Shown for `COc1cccc(N=Cc2c(O)n(-c3cccc(C)n3)c(=O)c3ccccc23)c1` : 9.8% | 80.6%[activator] | 1.6% | -14.5% | -3.3% | -0.1% | -30.0
Shown for `O=C(CN1C(=O)NC(Cc2c[nH]c3ccccc23)C1=O)Nc1ccc(F)c(F)c1F` (stereo not given) : x | -15.5% | 0.0% | -10.2% | -22.6% | -7.8% | 38.9
Shown for `Cc1ccccc1N1CCN(C2CCCN(C(=O)CCC3(C)CC3)C2)CC1` (stereo not given) : -4.9% | 139.8%[activator] | -9.0% | -0.2% | -14.3% | 0.0% | u
Shown for `COc1ccc(NC(=O)c2ccccn2)cc1S(=O)(=O)N1CCOCC1` : 0.3% | -7.9% | -4.8% | 40.5%[activator] | 1.9% | -5.9% | 12.5
